# JMJD2A Tudor = blocks the human JMJD2A Tudor domain | O75164 | AlphaScreen JMJD2A-Tudor / H3K4me3 peptide binding | Potency, µM (highest dose often 114 µM), without a hit: at the highest dose activity change, negative = inhibition, actives largely listed as inhibitors | hit rate 4.4% among 390,000; also: potency is read from the fitted curve at half-maximal effect; % is scaled to controls: 0 for no effect and ±100 for the full control effect; nearly all actives have a fitted effect of over 50% in size
# Pol eta inh = DNA polymerase eta (human) inhibition. recombinant Pol eta, fluorescent DNA replication assay. Potency, µM (series often up to 114 µM), for inactives: at the top dose activity change, negative = inhibition, actives largely listed as inhibitors. hit rate 1.2% among 390,000. AID 588591; also: potency is read from the fitted curve at half-maximal effect; % is scaled to controls: 0 for no effect and ±100 for the full control effect
#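 Pol eta (10 nM) was preincubated with compounds for 15 min at room temperature, after which fluorescent replication substrate (50 nM final) was added to start the reaction. Fluorescence was read kinetically at 0 and 10 min.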
# PI4K2A inh = blocks human PI4K2A kinase activity; activity change, negative = inhibition, % at 76.9 µM; hit rate 0.13% among 420,000; purified PI4K2A, ADP-Glo luminescence, 1 h; hits give low values; Q9BTU6; in the data active = activity change below about -50%; inconclusive = mostly about -30% to -49%;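 also: -100% = wells without enzyme as full effect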
#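 ADP-Glo luminescence measured ADP generated by PI4K2A enzyme (4 ug/mL before mixing) with 1.2 mM PI substrate (pre-mix) and 300 microM ATP (pre-mix). Tris pH7.5 buffer with MgCl2, Triton X-100; 1 h reaction at ambient temperature.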
# GLS inhibitor = blocks human kidney-isoform glutaminase activity | hit rate 0.21% among 410,000 | Potency, µM (doses to about 45.5 µM), without a hit: at the top dose activity change, negative = inhibition, usual class: inhibitors | O94925 | GLS enzymatic activity, qHTS titration | AID 624170; also: potency is read from the fitted curve at half-maximal effect; % is scaled to controls: 0 for no effect and ±100 for the full control effect
#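 hKGA in 45 mM KH2PO4 (pH 8.2), 0.02% Tween-20 with compound, then 1mM L-Glutamine (stock as added) plus glutamate oxidase/HRP/Amplex red coupling mix. Fluorescence read initially and after 30 min at RT; signal change reflects glutamate formation.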
# BAZ2B inh = blocks human BAZ2B | Potency, µM (top dose mostly 114 µM), inactives show at the top dose activity change, negative = inhibition, most hits filed as inhibitors | hit rate 4.4% among 360,000 | AID 504333 | AlphaScreen BAZ2B-H3K14Ac peptide displacement | Q9UIF8; also: potency is read from the fitted curve at half-maximal effect; % is scaled to controls: 0 for no effect and ±100 for the full control effect; nearly all actives have a fitted effect of over 60% in size
#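 Multi-concentration screen (max 110 uM) measuring displacement of acetylated histone H3 peptide from BAZ2B by AlphaScreen, using 50 nM protein, 50 nM peptide and 10 ug/mL streptavidin donor plus Ni-chelate acceptor beads.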
# Tb PGK inh = blocks T. brucei phosphoglycerate kinase; hit rate 0.043% among 380,000; PGK/GAPDH coupled, Kinase-Glo luminescence, 60 min; Potency, µM (highest dose often 57.5 µM), for the others: top-dose activity change, negative = inhibition, hits mostly inhibitors; AID 602233; P07378; also: potency is read from the fitted curve at half-maximal effect; % is scaled to controls: 0 for no effect and ±100 for the full control effect; nearly all actives have a fitted effect of over 60% in size
#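 Luminescent ATP detection (Kinase-Glo Plus) follows a 60-minute room-temperature incubation, with wells lacking PGK as controls. Buffer: 100 mM TEA (pH 7.6), 5 mM MgCl2, 0.01% Tween-20. Coupling enzyme GAPDH (100 nM final) supplies unstable 1,3-BPG in-well.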
# G9a block = G9a (human) methyltransferase inhibition; Potency, µM (series often up to 102 µM), without a hit: at the highest dose activity, negative = inhibition, actives largely listed as inhibitors; G9a H3K9 monomethylation, AlphaScreen, 2 h; Q96KQ7; hit rate 8.8% among 350,000; also: potency is read from the fitted curve at half-maximal effect; % is scaled to controls: 0 for no effect and ±100 for the full control effect; nearly all actives have a fitted effect of over 75% in size
# Target sequence (Q96KQ7 913-1193 limits assumed): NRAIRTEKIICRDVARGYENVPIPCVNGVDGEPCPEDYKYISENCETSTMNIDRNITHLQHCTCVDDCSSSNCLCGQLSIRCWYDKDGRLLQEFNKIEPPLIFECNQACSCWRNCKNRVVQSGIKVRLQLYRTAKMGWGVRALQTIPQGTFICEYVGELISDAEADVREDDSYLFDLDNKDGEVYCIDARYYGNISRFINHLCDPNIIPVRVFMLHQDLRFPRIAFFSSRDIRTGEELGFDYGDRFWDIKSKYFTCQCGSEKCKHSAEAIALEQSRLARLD
#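 Compounds were preincubated with 20 nM G9a for 15 min, after which biotinylated H3K9 peptide (500 nM) and SAM (20 uM) started a 2 h room-temperature reaction. Monomethylated product was quantified by antibody-based AlphaScreen chemiluminescence.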
# Pin1 inh = human Pin1 inhibition; Q13526; Pin1 FP peptide displacement, HiFluor488, 10 min; Potency, µM (doses to about 115 µM), without a hit: top-dose activity, negative = inhibition, hits mostly inhibitors; hit rate 0.009% among 390,000; AID 504891; active = well fitted inhibition curve with a large enough effect in the polarisation, with a control signal flat, not every such curve was filed as active; inconclusive = small, poorly fitted or top-dose-only effect, or effect the other way, or a change in a side signal; inactive = no such curve, though single readings can be large or run the other way; the % refers to the polarisation; also: potency is read from the fitted curve at half-maximal effect; % is scaled to controls: 0 for no effect and ±100 for the full control effect
# Target sequence (Q13526 whole entry, looked up): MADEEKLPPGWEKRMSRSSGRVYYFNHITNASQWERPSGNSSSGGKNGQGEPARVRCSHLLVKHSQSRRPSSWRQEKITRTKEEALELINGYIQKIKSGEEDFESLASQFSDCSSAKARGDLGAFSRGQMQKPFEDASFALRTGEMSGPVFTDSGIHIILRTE
# HP1b chromo inh = inhibitors of HP1-beta chromodomain binding to methylated histone tails; Potency, µM (highest dose often 114 µM), for the others: top-dose activity change, negative = inhibition, most hits filed as inhibitors; hit rate 0.56% among 390,000; AlphaScreen HP1-beta / biotin-H3K9me3 peptide binding; also: potency is read from the fitted curve at half-maximal effect; nearly all actives have a fitted effect of over 70% in size; inactives centre near 23
# Target sequence (P83916 whole entry, looked up): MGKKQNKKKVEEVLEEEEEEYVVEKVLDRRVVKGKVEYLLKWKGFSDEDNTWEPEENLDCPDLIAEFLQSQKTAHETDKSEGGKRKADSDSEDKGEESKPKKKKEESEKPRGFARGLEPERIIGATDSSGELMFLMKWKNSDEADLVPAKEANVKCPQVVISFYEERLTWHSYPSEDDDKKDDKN
#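 Compound inhibition of the preformed complex between 50 nM HP1-beta and 50 nM biotinylated H3K9me3 peptide was read by AlphaScreen. Buffer was PBS pH 7.4 with 0.01% Tween-20. Incubations ran 30 min at room temperature, with 10 ug/mL donor/acceptor beads.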
# * = called active by the depositor; i = inactive; ? = inconclusive; nt = no result given; & = joins results of further samples; [ ] = remark or other dose. Unless noted, calls follow the shape of the dose curve; as a rule, active = well fitted curve in the direction sought with a large enough effect; inconclusive = small, poorly fitted or top-dose-only effect, or another doubt; inactive = no such curve, though single readings can be large; an effect the other way counts as inactive or inconclusive.
SMILES,JMJD2A Tudor,Pol eta inh,PI4K2A inh,GLS inhibitor,BAZ2B inh,Tb PGK inh,G9a block,Pin1 inh,HP1b chromo inh
O=C1C2C3c4ccccc4C(c4ccccc43)[C@@H]2C(=O)N1c1ccccn1 (stereo partly drawn),3%,-14%,-3,-2%,-1%,0%,nt,-8%,13%
O=C(O)c1ccc(N2CCCCC2)cc1,-7%,-11%,1,27%,10%,-2%,12%[59 µM],-4%,26%
COC(=O)C1=NN(C(C)=O)C2(CC(=O)N(c3cc(C)cc(C)c3)C2=O)C1 (stereo not drawn),-2%,-2%,-2,59%[activator],7%,-2%,8%[59 µM],-10%,29%
Cc1ccc(N2CCN(C(=O)c3cn(C)c4ccc(S(=O)(=O)N5CCC(C)CC5)cc4c3=O)CC2C)cc1 (stereo not drawn),?,-16%,-11,14%,nt,-1%,-41%[59 µM],-2%,17%
N#C/C(=C(/O)COC(=O)CCCNC(=O)c1ccc(Cl)cc1)c1nc2ccccc2[nH]1,-1%,?,1,12%,0%,-6%,4%,?,30%
Cc1c(C(=O)N2CCOCC2)c(S(=O)(=O)Nc2cccc(C#N)c2)c(C)n1C,-29%,-19%,-14,4%,-9%[57.1 µM],-3%,6%,-6%,4%
CCc1ccc(N2C(=O)CC(N(CC3CCCO3)C(=O)/C=C/C(=O)O)C2=O)cc1 (stereo not drawn),-34%,?,-1,-12%,-4%,-12%,89µM*,-17%,20%
O=C(NCCc1ccccc1)c1ccc([N+](=O)[O-])cc1,8%[57.1 µM],-9%,2,-4%,?,-2%,-4%[0.0925 µM],-5%,25%
CCCCn1c(N)c(N(CC(C)C)C(=O)CSCc2c(C)noc2C)c(=O)[nH]c1=O,-5%,-3%,2,4%,-15%,-11%,45µM*,3%,16%
Cc1cc(C)cc(NS(=O)(=O)c2ccc(N3CCCCS3(=O)=O)cc2)c1,-12%,-11%,-2,-1%,-11%,-4%,2%[59 µM],-9%,28%
Cc1n[nH]c(C)c1N1C(=O)c2cccc3cc(Br)cc(c23)C1=O,-15%,-1%,-3,9%,-37%,-1%,?,3%,9%
Cc1cc(CC(=O)O)n(C)c1C(=O)c1ccc(Cl)cc1,-5%,-8%,1&2,-3%&15%&-15%,2%,-10%,4%[0.501 µM],-4%,47%[activator]
COc1ccc(C(=O)NNC(=O)CSc2nnc(COc3ccccc3OC)n2C)cc1,2%,-4%,-5,20%,-30%,-5%,3%[59 µM],-1%,36%
COc1ccc(C(=O)C2CCCN(Cc3cnc(N4CCOCC4)s3)C2)cc1F (stereo not drawn),-17%,-13%,-3,3%,-16%,i,?,1%,-8%
Cc1ccc(C)c(-c2ccc(=O)n(Cc3ccc(F)cc3Cl)n2)c1,39%&39%[activator],-11%&-15%,-1&4,14%&2%,57%&80%[activator],1%&9%,129%[activator],8%&-2%,106%&86%[activator]
CC(=O)c1ccc(NC(=O)CSc2nnc(-c3ccco3)o2)cc1,1%,-11%,-11,10%,-3%,4%,15%,8%,17%
COc1ccc(CCNC(=O)COC(=O)c2cc(Cl)nc(Cl)c2)cc1,1%,-3%,-2,3%,nt,9%,nt,-4%,33%[activator]
C=CC[C@@H](CC(=O)N(CCO)Cc1ccccc1)C(=O)N[C@H](COC(=O)[C@@H](CC=C)CC(=O)OC(C)(C)C)c1ccccc1,-31%,-30%,0,-2%,nt,0%,nt,?,13%
CC(=O)c1c(C)[nH]c(C(=O)NCCc2ccccc2)c1C,-31%,-4%,3,6%,?,-5%,-41%,-3%,-1%
CCOC(=O)c1cc2c(=O)n3ccccc3nc2n(CCOC)c1=NC(=O)c1c(-c2c(F)cccc2Cl)noc1C,26%&-10%,-25%&-11%,-1&0,-27%&2%,-4%&3%,-5%&9%,2%,31%&67%[activator],52%&39%[activator]
CSc1cccc(NC(=O)C2CCN(S(C)(=O)=O)CC2)c1,-4%,-10%,-1,-6%,-1%,-6%,-18%[59 µM],-1%,19%
CCOC(=O)c1cc(-c2cccc([N+](=O)[O-])c2)on1,-12%,-15%,-1,7%,-2%,-9%,13%,-1%,35%
Cc1cccc(/C=N\NC(=O)c2sccc2-n2cccc2)c1,?,0%,-2,13%,?,3%,-16%,2%,-7%
CC(NC(=O)CSc1ncn[nH]1)c1ccc(Cl)cc1Cl (stereo not drawn),-8%,-15%,-6,-7%,3%,-5%,15%,3%,43%[activator]
CSCCC(NC(=O)c1ccc([N+](=O)[O-])cc1Cl)C(=O)OC(C)C(=O)NCc1ccco1 (stereo not drawn),-20%,-11%,-6,-1%,-37%,-5%,?,-10%,12%
Cc1ccc(S(=O)(=O)/N=C2/NC(=O)/C(=C\c3cc(Br)cc(Br)c3O)S2)cc1,50µM*,22µM*,-8,?,32µM*,?,32µM*,?,?
CC(=O)Nc1cc(C(=O)O)ccc1S(=O)(=O)c1ccc(C)cc1,-20%,-2%,2,-5%,2%,-6%,50µM*,-11%,20%
COC(=O)Nc1nnc(COc2cccc(C)c2)s1,-4%[11.4 µM],-7%,0,0%,-15%,-4%,-3%,2%,35%
Cc1cc(C)c(NC(=O)CS(=O)CC(=O)N2CCN(c3ccccc3)CC2)c(C)c1 (stereo not drawn),1%,-12%,-3,18%,-2%,2%,-7%,4%,20%
CN(C)CCN(C(=O)C1CCCCC1)c1nc2cc3c(cc2s1)OCCO3,nt,-6%,-1,7%,nt,-3%,nt,nt,nt
O=C(COC(=O)c1ccccc1[N+](=O)[O-])Nc1nnc(-c2ccccc2)o1,?,-7%,-1,-5%,?,i,-9%,0%,58%[activator]
COc1cccc2c1OC[C@@H](CO)[C@H]2N(C)C(=O)Nc1ccccc1,-4%,-21%,1,-8%,1%,22%,-4%,5%,19%
CCCCc1nn2c(=O)cc(COC(=O)c3cccs3)nc2s1,-17%,2%,1,-11%,-3%,i,6%[59 µM],?,-24%
COc1cc(Cl)ccc1OCc1cc(C(=O)N2C[C@H]3CC[C@H]2C3)no1,-5%,-13%,-5,-2%,-27%,-11%,17%,-5%,19%
CC1CN(S(=O)(=O)c2ccccc2)C(C)N1C(=O)N1CCOCC1 (stereo not drawn),14%,-13%,1,0%,-1%,-5%,11%,1%,26%
Cc1ccccc1CC(=O)NCC1CCCCC1,-12%,-12%,5,5%,-8%,i,28%,-7%,25%
O=C(NCCC(=O)N1CCN(c2cccc(Cl)c2)CC1)c1ccc(Br)cc1,-17%,-21%,-4,9%,-27%,-1%,-9%[12.7 µM],4%,-18%
COc1ccc(C(=O)NC2CC2)cc1OC1CCN(Cc2cnn(C)c2C)CC1,-10%,0%,2,4%,-8%,0%,-8%,-3%,7%
COC(=O)c1c(NC(=O)C2Cc3ccccc3C(=O)O2)sc2c1CCCC2 (stereo not drawn),-15%,2%,-2,2%,-5%,-1%,0%[59 µM],-4%,37%
O=C(Nc1ccc2nc(SCCOc3ccccc3Cl)sc2c1)c1cccs1,3%,-2%,2,-2%,-16%,8%,6%[59 µM],47%[activator],58%[activator]
Cc1ccc(C)c(NC(=O)COc2coc(CN3CCc4ccccc43)cc2=O)c1,-34%,?,3,-26%,?,-9%,?,-1%,-9%
O=C1CCC(C(=O)N2CCCC2)CN1CCc1cccc(F)c1 (stereo not drawn),-21%,-7%,6,-10%,-17%,-8%,19%,-3%,40%[activator]
Cn1c(=O)cc(Nc2ccccc2)c2c(=O)n(-c3ccccc3)c(=O)n(-c3ccccc3)c21,-21%,-8%,-9,8%,-25%,1%,?,0%,17%
CCCn1c(SCC(=O)NC(C)c2ccccc2)n[nH]c1=O (stereo not drawn),-10%,-9%,9,1%,-8%,-1%,-17%,8%,20%
CC(C)c1nnc(NC(=O)C2c3ccccc3Oc3ccccc32)s1,-1%,-14%,-7,5%,-7%,3%,7%[12.7 µM],0%,-17%
O=C(Nc1ccccc1)c1c(F)c(F)c(F)c(F)c1F,-8%,-15%,1,1%,-5%,1%,-2%[59 µM],-12%,34%
C/C(=N\NC(=O)COc1cc(C)cc(C)c1)c1ccc(N2CCOCC2)cc1,-19%,-5%,2,-3%,-6%,1%,18%[59 µM],2%,13%
CCn1ncc(Br)c1C(=O)Nc1c(C)nn(Cc2c(F)c(F)c(F)c(F)c2F)c1C,-8%,-17%,0,-3%,-3%,-2%,4%,-8%,29%
Cc1ccc(S(=O)(=O)N2CCOCC2)c(C)c1-n1cnnn1,5%,-8%,-1,0%,10%,-9%,-1%[59 µM],0%,23%
CC(=O)Nc1cccc(NC(=O)c2cccc(OCc3ccccc3)c2)c1,-29%,3%,4,-1%,-13%,-7%,-6%[2.33 µM],2%,6%
Cc1cccc(-n2ncc3c2CCCC3NC(=O)CCCN2CCCCC2=O)c1C (stereo not drawn),-6%,-2%,-2,9%,2%,-2%,nt,2%,26%
O=C(N/N=C1\CCSC1)c1cc(Cl)ccc1O,-11%,4%,1,19%,5%,-9%,32%,4%,-2%
COCCN(C(=O)c1cc(Cl)ccn1)c1c(N)n(Cc2ccccc2)c(=O)[nH]c1=O,-15%,-10%,-5,6%,0%,i,?,2%,43%[activator]
CCOC(=O)C1=C(CSc2nc3ccccc3s2)NC(=O)NC1c1cccc([N+](=O)[O-])c1 (stereo not drawn),-18%,-6%,2,18%,11%,-3%,-42%,14%,18%
COCCN(C(=O)COC(=O)c1ccccc1Nc1ccccc1)c1c(N)n(Cc2ccccc2)c(=O)[nH]c1=O,-23%,-15%,-1,3%,-3%,0%,14µM*,68%[activator],11%
CC(=O)Nc1nc(C=C(Cl)Cl)cs1,-23%,?,-1,10%,?,6%,?,7%,19%

# The list is partial; rates above refer to the full screens.
